Screening data deposited in PubChem by several laboratories.
STAT3 activator = activators of IL-6 induced STAT3 signaling; U3A cells, IL-6 STAT3-luciferase reporter, luminescence; 100% = signal with IL-6 EC80 alone; activation (% of control), % at 5.6 µM; hit rate 0.91% among 190,000; AID 871;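 active means activation above the screen-wide mean of compound activation plus 3 SD, cut at about 130% in these data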;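 further: 0% = background luminescence of wells with medium and substrate only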
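Test system: Human STAT1-deficient U3A cells with stable STAT3-luciferase reporter | Also added: Interleukin-6, 33 ng/mL | Timing: Compound pre-incubation 1 h before IL-6, then 6 h stimulation at 37 °C | Technique: Luciferase reporter luminescence | Read-out: Percent of IL-6-only median luminescence | Benchmarks: IL-6-only wells as 100% reference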
Diaphorase inh = diaphorase inhibition or chemical oxidation counter-screen. diaphorase resazurin-to-resorufin fluorescence, NADH, 16 min; bacterial (C. kluyveri) enzyme, not human. inhibition, % at 20 µM. hit rate 0.69% among 190,000. AID 1217;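 active means primary screen inhibition at 20 µM above a set limit, cut at about 50% in these data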;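 further: plate controls were DMSO with full reaction for no effect and wells lacking NADH for full effect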
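Test system: diaphorase enzyme from Clostridium kluyveri; amount: diaphorase at 0.14 U/mL in enzyme working solution; detection: fluorescence of resorufin formed from resazurin, Ex 544/Em 590 nm; times: reaction incubation of 16 min at room temperature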
STAT1 act = increases IFN-gamma driven STAT1 reporter signal | NIH 3T3 STAT1-luciferase reporter, luminescence; 100% = IFN-gamma alone, no compound | activation (% of control), % at 5.5 µM | hit rate 2.6% among 200,000;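 active means activation above the screen-wide mean activation plus 3 SD, cut at about 130% in these data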;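 further: raw ratio to IFN-gamma control signal so 100% means no change and 0% no light; values of inactives mirror those of a sister screen read the other way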
STAT1 blocker = reduces IFN-gamma driven STAT1 reporter signal | NIH 3T3 STAT1-luciferase reporter, luminescence | inhibition, % at 5.5 µM | hit rate 0.35% among 200,000 | AID 920;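 active means inhibition above a set limit, the mean inhibition across all tested compounds plus 3 SD, cut at about 34% in these data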;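 further: 0% = IFN-gamma with DMSO and 100% = IFN-gamma with 300 µM nifuroxazide; values of inactives mirror those of a sister screen read the other way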
STAT3 blocker = inhibitors of IL-6 induced STAT3 signaling; U3A cells, IL-6 STAT3-luciferase reporter, luminescence; host cell line lacks STAT1; inhibition, % at 5.5 µM; hit rate 0.89% among 190,000; AID 862;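 active means inhibition above the mean inhibition across all screened compounds plus 3 SD, cut at about 44% in these data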;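 further: 0% = DMSO only wells and 100% = 100 µM nifuroxazide control wells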
Diaphorase act = activates diaphorase or chemically reduces, flagging diaphorase assay artifacts; Diaphorase/resazurin coupled assay, resorufin fluorescence, 16 min; stronger effect = higher value; 1 = vehicle wells, 0 = NADH-free wells; activation factor at 20 µM; hit rate 0.005% among 190,000; AID 1229;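 active means diaphorase activity raised at least twofold by the compound at 20 µM; inactive means activation factor below 2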
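Assay system: bacterial diaphorase enzyme (C. kluyveri) / Input: enzyme 0.07 U/mL final / Medium: 50 mM HEPES pH 7.4 with 4.542 mM MgCl2, 0.005% Tween 20 / Doses: single compound dose of 20 µM, 1% DMSO final / Incubation: 16 min enzyme reaction, ambient temperature / Signal: fluorescence, excitation 544 nm and emission 590 nm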
G6PDH CS = L. mesenteroides G6PDH inhibition counter-screen; Purified L. mesenteroides G6PDH, diaphorase/resazurin coupled fluorescence, 45 min; hit rate 0.12% among 200,000; inhibition, % at 5 µM; in the data active means inhibition above about 50%
APP transl inh = APP translation inhibition | SH-SY5Y APP 5'UTR-luciferase reporter, luminescence | inhibition, % at 2 µM | hit rate 0.82% among 190,000 | AID 1285;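 active means inhibition above a set limit, derived from the sample mean plus 3 SD, cut at about 45% in these data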; further: values of inactives mirror those of a sister screen read the other way
TLR4-MyD88 BLA = blocks binding of human TLR4 to MyD88; O00206+Q99836; HeLa CL3-4 TLR4/MyD88 BLA complementation, FRET ratio; inhibition, % at 8.4 µM; hit rate 0.18% among 200,000; in the data active means inhibition above about 25%;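 further: 0% = vehicle and 100% = reference inhibitor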
Target sequence (O00206 whole entry, looked up): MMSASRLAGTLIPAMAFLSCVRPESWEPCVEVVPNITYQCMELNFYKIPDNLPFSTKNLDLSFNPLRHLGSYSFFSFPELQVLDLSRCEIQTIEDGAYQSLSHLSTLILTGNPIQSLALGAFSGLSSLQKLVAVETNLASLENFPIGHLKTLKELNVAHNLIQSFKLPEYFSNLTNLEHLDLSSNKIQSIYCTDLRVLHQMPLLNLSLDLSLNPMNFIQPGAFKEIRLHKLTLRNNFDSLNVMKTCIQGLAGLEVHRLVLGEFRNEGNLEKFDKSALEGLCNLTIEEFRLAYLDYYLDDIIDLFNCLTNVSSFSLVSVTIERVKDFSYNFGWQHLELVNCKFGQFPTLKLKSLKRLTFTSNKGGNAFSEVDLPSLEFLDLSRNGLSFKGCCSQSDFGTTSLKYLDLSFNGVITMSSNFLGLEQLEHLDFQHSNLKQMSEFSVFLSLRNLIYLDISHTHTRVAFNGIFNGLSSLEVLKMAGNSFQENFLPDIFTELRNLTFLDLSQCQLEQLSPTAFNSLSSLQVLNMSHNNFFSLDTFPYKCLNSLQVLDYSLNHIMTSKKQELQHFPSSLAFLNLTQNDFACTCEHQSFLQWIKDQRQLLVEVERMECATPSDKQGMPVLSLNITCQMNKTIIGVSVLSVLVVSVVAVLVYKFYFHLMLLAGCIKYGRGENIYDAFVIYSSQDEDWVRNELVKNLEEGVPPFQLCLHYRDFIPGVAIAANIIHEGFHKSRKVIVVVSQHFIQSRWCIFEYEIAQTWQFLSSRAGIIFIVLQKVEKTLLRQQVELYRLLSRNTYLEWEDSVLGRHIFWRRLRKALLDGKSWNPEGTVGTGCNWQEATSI
Target sequence (Q99836 whole entry, looked up): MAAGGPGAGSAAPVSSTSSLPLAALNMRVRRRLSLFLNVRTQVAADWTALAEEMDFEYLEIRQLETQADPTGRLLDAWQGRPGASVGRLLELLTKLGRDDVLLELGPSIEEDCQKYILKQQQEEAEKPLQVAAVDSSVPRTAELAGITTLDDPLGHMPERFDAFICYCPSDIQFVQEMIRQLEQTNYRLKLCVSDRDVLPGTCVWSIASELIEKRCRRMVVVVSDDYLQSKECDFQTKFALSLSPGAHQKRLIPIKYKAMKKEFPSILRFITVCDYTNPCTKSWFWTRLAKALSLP
Hsp70 act = transcriptional activators of Hsp70. activation, % at 10 µM. HeLa Hsp70 promoter luciferase reporter, luminescence; scaled: vehicle 0, proteasome-inhibitor control 100%. hit rate 0.04% among 200,000. AID 1203;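 active means activation above the mean across all tested compounds plus 3 SD, cutoff set per campaign, cut at about 5.5% in these data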;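 further: 100% = MG132 at 30 µM as the positive control and 0% = DMSO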
The depositor's hits bear a star; x = no result given.

SMILES,STAT3 activator,Diaphorase inh,STAT1 act,STAT1 blocker,STAT3 blocker,Diaphorase act,G6PDH CS,APP transl inh,TLR4-MyD88 BLA,Hsp70 act
O=C(CCC(=O)c1ccc(F)cc1)Nc1cccc(S(=O)(=O)Nc2cccc(Cl)c2)c1,100,19,97,3,-2,0.8,8,-7,-3,0.0
CCOC(=O)C(C)c1n[nH]c(=O)c2ccccc12 (centres undefined),99,14,98,2,4,0.9,10,8,-6,-0.3
Cc1ccc2nc(CSc3nnc(Nc4ccccc4F)s3)cc(=O)n2c1,92,7,98,2,11,0.9,-4,7,-5,0.0
COC(=O)c1ccccc1-c1ccc(/C=N/NC(=O)c2cc3ccccc3o2)o1,106,25,91,10,-7,0.8,6,13,-12,-0.3
COc1cc(CC(=O)NCC2COc3ccccc3O2)cc(OC)c1OC (centres undefined),103,13,103,-6,-3,0.9,4,-10,2,-0.3
CCC(=O)Oc1ccc(C(=O)Nc2cccc(C(=O)NCC(C)C)c2)cc1,97,19,88,12,14,0.8,6,9,5,0.3
CCN1CCN(C(=S)NC(=O)/C=C/c2cccs2)CC1,98,2,104,-4,8,1,10,-5,-1,-0.2
COC(=O)C/C(C)=N/Nc1ccc(S(=O)(=O)N2CCCC2)cc1[N+](=O)[O-],96,7,99,1,4,0.9,4,-9,0,-0.2
COc1ccc(N(CC(=O)Nc2cccc(N(C)S(C)(=O)=O)c2)S(=O)(=O)c2ccccc2)cc1Cl,102,13,94,5,2,0.9,12,-16,-5,-0.2
Nc1ncc2c(n1)-c1cc(Cl)ccc1SC2,97,9,108,-10,9,0.9,3,3,-20,-0.1
COCCn1c(CCc2ccccc2)n[nH]c1=S,96,11,96,2,8,0.9,5,-9,12,-0.2
CCOc1ccc2c(c1)C(c1ccc(C)cc1)=NNC(c1ccc(OC)cc1)=N2,96,24,93,4,5,0.8,7,x,6,-0.2
COc1cccc(C(=O)/C=C/Nc2ccc(S(=O)(=O)Nc3cnc4ccccc4n3)cc2)c1,112,4,137*,-41,-10,1,-17,-18,-1,-0.4
O=C(COc1ccc(C(=S)N2CCOCC2)cc1)Nc1ccccc1C(F)(F)F,98,8,107,-9,7,0.9,10,-8,4,-0.5
CCOc1ccc(-n2c(SCc3ccc(C#N)cc3)nnc2-c2cccnc2)cc1,102,21,110,-11,1,0.8,0,2,-2,-0.3
N#Cc1cc2c(=O)n3ccccc3nc2n(CCCn2ccnc2)c1=N,109,-6,108,-9,-4,1.1,-4,5,-6,-0.6
Cn1cnnc1SCC(=O)Nc1ccc2nc(SCc3ccccc3Cl)sc2c1,104,17,101,-6,-3,0.8,2,-3,8,-0.1
C=CCN(c1ccc(C(=O)Nc2ccc(C)cc2)cc1)S(C)(=O)=O,92,7,104,-7,14,0.9,5,-28,-13,-0.3
CC1(C)Cc2c(c(N3CCOCC3)nc3sc4c(N5CCOCC5)nnnc4c23)CS1,94,14,109,-10,12,0.9,-30,-9,-5,-0.2
Cc1nonc1OCCNc1ccc([N+](=O)[O-])cc1,102,7,106,-6,2,0.9,2,10,9,-0.4
CCO[C@H]1OC(C(=O)N2CCCCCCC2)=C[C@@H](c2ccc(C(F)(F)F)cc2)[C@@H]1CCCO,x,26,106,-5,x,0.7,11,2,1,-0.1
Nc1nonc1-c1noc(COc2ccccc2Cl)n1,86,18,166*,-72,19,0.8,1,-187,-13,-0.1
Fc1ccc(Oc2ncccn2)c(F)c1,92,7,101,-2,14,0.9,12,2,-14,-0.3
COc1ccc(N=C2SC(CC(=O)Nc3ccccc3)C(=O)N2CCN2CCOCC2)cc1 (centres undefined),104,14,102,-5,0,0.9,-2,2,-10,0.6
N#Cc1nc(Cc2cccc3ccccc23)oc1NCc1ccco1,99,33,94,6,9,0.7,-2,-3,-10,-0.5
CCOCCCNCc1ccc(OCc2ccccc2C)c(OC)c1,98,-16,103,-3,2,1.2,-3,-3,1,0.2
Cc1cc(NC(=O)CCC(=O)N(c2cccnc2)C(C(=O)NC2CCCC2)c2ccccc2)no1 (centres undefined),112,5,104,-3,-7,1,6,4,1,-0.1
COc1ccc(C2C=C(C)Nc3nc(SC)nn32)cc1 (centres undefined),84,-3,96,4,22,1,-1,10,-2,0.0
Cc1ccn(Cc2n[nH]c(=S)n2Cc2ccccc2)n1,100,13,102,-2,-1,0.9,-2,-2,-5,-0.4
CCCCNC(=O)CN1C(=O)NC2(CCCc3ccccc32)C1=O (centres undefined),104,6,99,1,-1,0.9,2,-18,-2,-0.4
Cc1ccc(NC(=O)N2CCCC2C(=O)NCCC2=CCCCC2)cc1 (centres undefined),101,5,100,0,5,1,2,48*,-1,0.0
O=C(CNC(=O)c1ccccc1O)N/N=C/c1cc(Br)ccc1OC(=O)/C=C/c1ccco1,102,8,96,4,10,0.9,-1,24,0,-0.2
CCOC(=O)c1sc(NC(NC(=O)c2ccco2)(C(=O)OC)C(F)(F)F)nc1C (centres undefined),115,14,95,5,-14,0.9,1,1,-11,-0.4
Cc1cc(=O)n2[nH]c(C)c(-c3ccc(Cl)cc3)c2n1,90,11,95,4,16,0.9,17,-13,-4,-0.5
Cc1noc(C)c1COc1ccc(C(=O)OCC(=O)Nc2ccc3ccccc3c2)cc1,107,8,98,2,-7,0.9,-1,5,-1,-0.1
O=C(c1ccccc1)N1CCCCC(Sc2nnnn2-c2ccccc2)C1=O (centres undefined),108,18,99,1,-5,0.8,0,-8,17,-0.2
O=C(COc1cccc2c1CCN(Cc1ccccc1F)C2=O)N1CCOCC1,107,9,97,2,-1,0.9,0,-11,9,0.0
Cc1cccc(C)c1NC(=O)CSc1nc(C)c(CC(=O)c2ccc(Br)cc2)c(C)c1C#N,96,-3,91,10,10,1,14,-3,6,-0.2
Cc1c(/C=N/NC(=O)c2sc3ccccc3c2Cl)cnn1C,93,14,109,-10,14,0.9,4,5,-14,-0.4
c1cncc(-c2nnc3n2CCC3)c1,108,11,100,0,-4,0.9,6,-5,-4,-0.2
CCC(C)OC(=O)c1[nH]c2c(c1C)C(=O)CC(c1ccc(N(C)C)cc1)C2 (centres undefined),104,11,104,-4,-5,0.9,-26,-22,6,0.1
O=C1[C@@H]2[C@H](C(=O)N1O)[C@H]1C=C[C@@H]2C1,100,17,104,-4,1,0.8,3,-14,-12,0.0
O=C(NCc1ccco1)c1cc(-c2ccccc2)c(N2CCOCC2)s1,102,28,89,12,4,0.7,6,8,0,-0.5
Cc1cc(=O)[nH]c(-n2nc(C)cc2C)n1,95,11,98,3,8,0.9,6,-2,-4,0.3
CCOC(=O)N1CCC(N(CCN(C)C)C(=S)Nc2ccc(F)c(Cl)c2)CC1,100,3,103,-4,1,1,7,0,8,0.0
O=C1CC(C(F)(F)C(F)(F)C(F)(F)F)=Nc2ccccc2N1,101,2,103,-3,1,1,-1,-11,0,-0.1
O=C(CN1NS(=O)(=O)c2ccccc2C1=O)Nc1ccccc1OC(F)F,97,8,105,-6,4,0.9,1,6,0,0.0
COc1ccccc1OCC(=O)N1CCNC1=O,100,7,99,1,5,0.9,1,-3,-5,0.2
COc1ccc(CCNC(=O)Cn2cccc2C(=O)c2ccccc2C)cc1OC,110,5,98,2,-2,1,-12,2,10,-0.1
C[C@]12CC[C@@H]3c4ccc(O)cc4CC[C@H]3[C@@H]1C[C@@H](O)[C@@H]2O[C@@H]1O[C@H](C(=O)O)[C@@H](O)[C@H](O)[C@H]1O,99,14,96,4,4,0.9,12,2,1,-0.3

(listing goes on)
SMILES,STAT3 activator,Diaphorase inh,STAT1 act,STAT1 blocker,STAT3 blocker,Diaphorase act,G6PDH CS,APP transl inh,TLR4-MyD88 BLA,Hsp70 act
O=C(c1cc(Cl)cc(Cl)c1)N1CCC(=O)N(C(COCc2ccccc2)Cc2ccccc2)CC1 (centres undefined),109,11,107,-7,-14,0.9,18,5,-15,0.0
CCC(=O)Nc1ccc(-c2ccc(NC(=O)CC)c(OC)c2)cc1OC,89,16,100,1,21,0.8,5,-14,1,-0.2
O=C(N/N=C\c1cccs1)c1sccc1-n1cccc1,105,-6,99,0,-3,1.1,13,12,-2,-0.1
O=C(Nc1ccc(F)cc1)Nc1nnc(-c2ccco2)s1,92,7,122,-22,15,0.9,3,-107,-1,-0.3
O=C(COC(=O)/C=C/c1ccccc1[N+](=O)[O-])NC1CCS(=O)(=O)C1 (centres undefined),140*,12,77,25,-38,0.9,9,0,4,-0.3
O=C(c1ccccn1)N(Cc1ccco1)C1(C(=O)NC2CCCCC2)CCCCC1,104,8,95,5,0,0.9,6,3,-3,-0.2
CC(Sc1nnnn1C)C(=O)Nc1ccc2c(c1)OCCO2 (centres undefined),107,7,116,-19,-7,0.9,2,2,-1,-0.5
CCCC1CCc2c(sc(NC(=O)c3cccs3)c2C(N)=O)C1 (centres undefined),90,7,125,-28,16,0.9,4,5,0,-0.2
Cc1ncsc1CCOC(=O)c1ccc(N2CCOCC2)c([N+](=O)[O-])c1,87,8,91,8,19,0.9,3,3,-9,-0.1
O=C(c1cn(-c2ccccc2)nc1-c1ccc(Br)cc1)N1CCOCC1,100,8,98,3,5,0.9,8,-3,-8,-0.2

Record cards, from the list above:
O=C(c1ccccn1)N(Cc1ccco1)C1(C(=O)NC2CCCCC2)CCCCC1 reads STAT3 activator = 104; Diaphorase inh = 8; STAT1 act = 95; STAT1 blocker = 5; STAT3 blocker = 0; Diaphorase act = 0.9; G6PDH CS = 6; APP transl inh = 3; TLR4-MyD88 BLA = -3; Hsp70 act = -0.2
CCCC1CCc2c(sc(NC(=O)c3cccs3)c2C(N)=O)C1 (centres undefined) reads STAT3 activator = 90; Diaphorase inh = 7; STAT1 act = 125; STAT1 blocker = -28; STAT3 blocker = 16; Diaphorase act = 0.9; G6PDH CS = 4; APP transl inh = 5; TLR4-MyD88 BLA = 0; Hsp70 act = -0.2

Continuation.
SMILES,STAT3 activator,Diaphorase inh,STAT1 act,STAT1 blocker,STAT3 blocker,Diaphorase act,G6PDH CS,APP transl inh,TLR4-MyD88 BLA,Hsp70 act
Cc1ccc(NC(=O)c2cnn(-c3ccccc3)c2NC(=O)c2ccco2)cc1C,106,18,123,-26,-6,0.8,-5,-22,-8,0.3
CC(NC(=O)CCc1nnc(Cc2cccc(C(F)(F)F)c2)o1)C1CC1 (centres undefined),108,26,126,-30,-4,0.7,9,-28,-4,-0.2
CN(C(=O)COC(=O)c1ccc2ccccc2n1)C1CCS(=O)(=O)C1 (centres undefined),102,5,101,-2,3,0.9,3,7,5,-0.4
COc1cc(OC)nc(NC(=O)C(C)C)n1,100,2,97,3,5,1,4,-3,-2,0.0
COc1ccc(/C=C/c2noc(-c3ccccc3O)n2)cc1,94,8,100,0,10,0.9,18,-71,-7,-0.1
C=CCNCCCCOc1ccc(Br)cc1C,109,10,98,2,-8,0.9,10,16,10,-0.6
CNC(=S)NNc1nc(N2CCOCC2)nc(N2CCOCC2)n1,99,3,93,8,6,1,-5,-15,0,0.0
